Assay outcomes deposited in PubChem BioAssay by several laboratories.
DUSP3 inh – blocks human VHR1 dual specificity phosphatase | recombinant VHR phosphatase, pNPP absorbance | hit rate 0.52% among 290,000 | inhibition, % at 13.3 µM; in the data active = inhibition above about 50%; also: some compounds called inactive have numbers as strong as hits
Target sequence (P51452 whole entry, looked up): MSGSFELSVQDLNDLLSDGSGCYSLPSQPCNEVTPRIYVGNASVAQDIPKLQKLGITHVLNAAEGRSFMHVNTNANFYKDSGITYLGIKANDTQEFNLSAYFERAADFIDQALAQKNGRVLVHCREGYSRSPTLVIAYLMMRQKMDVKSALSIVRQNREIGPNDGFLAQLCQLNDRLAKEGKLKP
BoNT F protease – blocks Botulinum neurotoxin F light chain protease; Multiplex microsphere protease cleavage assay, flow cytometry; inhibition, % at 10 µM; hit rate 0.22% among 360,000; AID 588497; in the data active = inhibition above about 35%, passing the limit was not always enough; inconclusive = no clear call, values can overlap the other calls; also: plate controls were buffer without enzyme for full effect and enzyme alone for no effect
Rv3671c protease – inhibits the M. tuberculosis serine protease Rv3671c | P9WHR9 | inhibition, % at 5.96 µM | hit rate 0.048% among 320,000; in the data active = inhibition above about 38%;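 also: extracellular domain of Rv3671c used as enzyme; 0% = enzyme with DMSO and 100% = no enzyme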
Target sequence (P9WHR9 whole entry, looked up, the tested form may be a part): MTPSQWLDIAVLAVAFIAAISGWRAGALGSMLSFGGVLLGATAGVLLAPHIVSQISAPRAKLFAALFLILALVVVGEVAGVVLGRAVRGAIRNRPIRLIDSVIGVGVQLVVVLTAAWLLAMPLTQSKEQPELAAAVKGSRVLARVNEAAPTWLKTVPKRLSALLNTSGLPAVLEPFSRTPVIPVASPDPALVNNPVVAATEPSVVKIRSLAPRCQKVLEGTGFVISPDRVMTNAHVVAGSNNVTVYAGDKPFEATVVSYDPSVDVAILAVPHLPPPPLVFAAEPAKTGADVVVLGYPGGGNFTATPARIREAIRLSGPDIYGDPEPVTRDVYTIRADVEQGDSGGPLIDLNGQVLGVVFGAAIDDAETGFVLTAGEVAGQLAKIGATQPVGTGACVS
MazEF act – increases E. coli MazEF RNase cleavage of RNA | FAM/BHQ RNA-DNA oligo cleavage fluorescence, 5 h | activation, % at 20 µM | hit rate 0.32% among 350,000; in the data active = activation above about 50%
Target sequence (P0AE70 whole entry, looked up): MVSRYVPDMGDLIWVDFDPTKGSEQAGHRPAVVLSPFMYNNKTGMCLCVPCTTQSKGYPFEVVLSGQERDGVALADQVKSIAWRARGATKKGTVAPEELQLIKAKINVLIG
Mtb BioA inh – blocks M. tuberculosis BioA enzyme activity; purified M. tuberculosis BioA enzyme, plate reader; inhibition, % at 9.99 µM; hit rate 0.096% among 360,000; AID 602481; in the data active = inhibition above about 40%; inconclusive = no clear call, values can overlap the other calls
FadD28 binding – M. tuberculosis FadD28 bisubstrate binding inhibition | FadD28 bisubstrate probe binding, fluorescence polarization | inhibition, % at 12.5 µM | hit rate 0.22% among 360,000; in the data active = inhibition above about 8.5%, passing the limit was not always enough; inconclusive = no clear call, values can overlap the other calls
Mtb FBA inh – inhibitors of M. tuberculosis fructose-bisphosphate aldolase. P9WQA3. inhibition, % at 1 µM. purified M. tuberculosis FBA, fluorescence read-out. hit rate 2.3% among 360,000. AID 588726; in the data active = inhibition above about 27%;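 also: 0% = vehicle and 100% = reference inhibitor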
Target sequence (P9WQA3 whole entry, looked up): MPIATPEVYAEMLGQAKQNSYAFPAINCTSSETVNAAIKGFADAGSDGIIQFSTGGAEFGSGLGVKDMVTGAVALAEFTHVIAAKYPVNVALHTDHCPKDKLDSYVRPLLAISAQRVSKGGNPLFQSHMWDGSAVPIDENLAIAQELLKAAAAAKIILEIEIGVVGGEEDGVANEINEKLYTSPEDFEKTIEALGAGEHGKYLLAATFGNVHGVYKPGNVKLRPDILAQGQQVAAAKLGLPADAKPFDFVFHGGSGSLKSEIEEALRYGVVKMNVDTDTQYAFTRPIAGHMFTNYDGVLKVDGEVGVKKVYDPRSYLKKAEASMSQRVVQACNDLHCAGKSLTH
CCHFV vOTU inh – blocks the CCHF virus ovarian tumor domain protease. hit rate 0.55% among 370,000. CCHFV vOTU protease, Pep-AMC fluorescence. AID 651958. inhibition, % at 11.5 µM; also: 0% = vehicle wells with enzyme and 100% = no enzyme wells
UGM FP inh – Mtb UDP-galactopyranose mutase inhibition; purified UGM, fluorescence polarization probe displacement; AID 504406; P9WIQ1; hit rate 0.06% among 320,000; inhibition, % at 10 µM; in the data active = inhibition above about 10%, passing the limit was not always enough; inconclusive = no clear call, values can overlap the other calls
GDH-TPI counter – inhibits GDH-TPI coupling enzymes, artifact for Mtb FBA screen | inhibition, % at 4.8 µM | AID 588335 | hit rate 1.2% among 360,000 | GDH-TPI coupled enzyme counterscreen, NADH absorbance;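 also: 0% = DMSO wells and 100% = wells lacking the enzyme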
* = called active by the depositor; ? = inconclusive; / = not tested or not shown; & = joins results of further samples. Rule as the data show it, unless noted: active = inhibition above about 30%; inactive = the rest.

Fields: FadD28 binding	Mtb BioA inh	Rv3671c protease	GDH-TPI counter	UGM FP inh	CCHFV vOTU inh	BoNT F protease	DUSP3 inh	Mtb FBA inh	MazEF act
Cc1c(Cl)cccc1NC(=O)CCCn1nc([N+](=O)[O-])cc1C
  0.1	/	-4	10	-0.5	-12	-1	16	2	3
Cn1c(=O)c2c(-c3ccccc3)n(-c3cccc(Br)c3)cc2n(C)c1=O
  -5.7	0.4	/	/	/	16	-9	/	-2	/
CCn1c(CNC(=O)c2cccs2)nnc1SCC(=O)Nc1cc(Cl)ccc1C
  -1.5	3.3	-3	1	-2.7	-13	10	10	0	-1
CCOC(=O)C1CCN(S(=O)(=O)c2nc3nc(C)cc(C)n3n2)CC1
  -2.5	0.7	-14	6	-2.4	2	-28	8	2	-1
O=C1O[C@H]([C@@H](O)CO)C(O)=C1O
  -0.7	-6.7	8	22	-0.7	-6	-4	/	2	4
CC(=O)c1cccc(OCc2cc(C(=O)N(C)Cc3cnccn3)no2)c1
  -1.7	1.8	-4	5	-0.8	3	4	50*	2	11
CCOC(=O)C1CCN(Cc2nnc(-c3cccc(Br)c3)o2)CC1
  /	1.6	2	-4	-0.2	-4	11	31	3	2
O=C(Nc1ccc2c(c1)OCCO2)C1CC(c2ccccc2Cl)=NO1 (configuration not stated)
  -0.4	5.7	-20	0	1.0	9	2	23	8	1
CCCn1c(C(Cc2ccccc2)NC(=O)COC)nc2ccccc21 (configuration not stated)
  0.4	-1.2	1	-10	-2.9	-3	-7	11	1	4
CC1=C(C(=O)OC(C)C)C(c2coc3ccccc3c2=O)C2=C(CCCC2=O)N1 (configuration not stated)
  -6.9	-1.4	-6	7	-4.8	19	18	18	2	1
C=CCn1c(COc2cc(C)ccc2C(C)C)nnc1SCC(=O)c1c(N)n(C)c(=O)n(C)c1=O
  -1.5	/	-14	7	-1.0	-5	-1	14	-1	-64
CCN(CC)C(=O)c1ccccc1NC(=O)CN1C(=O)c2ccccc2C1=O
  -2.4	/	-3	1	/	-7	-4	26	0	7
CSc1nc2ncnc(N)c2[nH]1
  -3.2	-1.4	-2	-7	-5.6	-16	-9	5	1	4
O=C(Nc1ccc(F)cc1)c1cc(S(=O)(=O)N2CCOCC2)cs1
  -2.8	2.2	-3	-9	-1.1	4	-1	19	-3	0
C[N+]1(CC(O)c2ccccc2)CCCCCC1 (configuration not stated)
  -2.0	3.9	-1	-13	-0.7	8	?	43	-2	12
CC(NC(=O)CSc1n[nH]c(=O)n1C1CC1)C12CC3CC(CC(C3)C1)C2 (configuration not stated)
  -2.3	0.4	8	-5	1.2	-4	10	11	-1	1
COc1ccc2nc(NNC(=O)COc3ccccc3)sc2c1
  -1.4	/	8	2	1.1	3	-6	6	0	5
CCCCCC(=O)NNC(=O)Nc1ccccc1
  0.7	/	0	8	0.5	5	3	-3	-2	-13
COCCNC(=O)C(c1cccs1)N(C(=O)Cn1nnc2ccccc21)c1cccc(C)c1 (configuration not stated)
  -2.4	3.4	-1	-1	1.2	7	-15	10	2	-1
O=C(N/N=C/c1cccs1)c1cccc2cc[nH]c12
  -4.9	-0.2	2	30	2.4	-5	-2	16	-2	7
COc1ccc(Cc2nnc(Nc3c(C)cccc3C)o2)cc1OC
  1.2	-0.3	2	2	1.4	-4	14	-7	1	-4
CCOc1cc(/C=N/N=C(/N)c2nonc2N)cc(Br)c1OCc1ccc(Cl)cc1
  -2.1	/	-31	32*	-0.6	9	-6	37	1	4
O=S(=O)(NC1CC1)c1ccc(S(=O)(=O)N(Cc2ccccn2)C2CC2)cc1
  0.5	-0.9	7	-6	0.9	8	-12	-7	-5	-2
CCN(C(=O)COC(=O)c1ccc([N+](=O)[O-])o1)c1cccc2ccccc12
  -0.9	3.6	-15	10	-3.8	27	-1	/	1	1
Nc1cc(-c2ccc(Cl)cc2)nn1S(=O)(=O)c1cccc2nsnc12
  3.1	0.8	4	-4	2.6	3	-3	29	-2	12
CCOC(=O)/C(N=Nc1ccc(Cl)cc1)=C(/O)c1ccc([N+](=O)[O-])cc1
  0.3	0.1	4	12	-1.2	14	-3	-32	5	-39
CC(C)CC(=O)NC(=S)Nc1ccccc1F
  -4.2	0.2	2	-12	1.3	2	-8	-20	-13	0
O=C(CC(=O)N/N=C/c1c(F)cccc1Cl)NCc1ccccc1
  /	/	0	/	0.4	-10	/	-1	/	7
Cc1[nH]oc(=O)c1N=Nc1ccc2[nH]c(=O)[nH]c2c1
  -2.7	-0.3	7	5	-2.1	12	?	/	-9	-7
CCOc1ccc(/C(O)=C2\C(=O)C(=O)N(CCN(C)C)C2c2cccc(OC)c2OC)cc1Cl (configuration not stated)
  -3.8	-0.8	4	4	-1.1	30*	-10	-1	-2	-1

Continued, overlapping the part above by three compounds.
Fields: FadD28 binding	Mtb BioA inh	Rv3671c protease	GDH-TPI counter	UGM FP inh	CCHFV vOTU inh	BoNT F protease	DUSP3 inh	Mtb FBA inh	MazEF act
O=C(CC(=O)N/N=C/c1c(F)cccc1Cl)NCc1ccccc1
  /	/	0	/	0.4	-10	/	-1	/	7
Cc1[nH]oc(=O)c1N=Nc1ccc2[nH]c(=O)[nH]c2c1
  -2.7	-0.3	7	5	-2.1	12	?	/	-9	-7
CCOc1ccc(/C(O)=C2\C(=O)C(=O)N(CCN(C)C)C2c2cccc(OC)c2OC)cc1Cl (configuration not stated)
  -3.8	-0.8	4	4	-1.1	30*	-10	-1	-2	-1
O=C(Nc1ccc(Cl)cc1)c1cc2nc(C3CC3)cc(C(F)(F)F)n2n1
  -1.0	-0.6	2	16	-2.6	9	-14	2	14	14
Cc1cc(C)cc(NC(=O)CCC(=O)Nc2cc(C)on2)c1
  -5.3	-2.1	-3	-4	1.0	-12	2	-4	-4	6
CN(C)c1ccc(N2[C@@H](CC(=O)O)c3cc(C(F)(F)F)ccc3S2(=O)=O)cc1
  -1.4	0.9	-7	-2	3.6	-2	0	/	-3	-22
CCn1c(C)cc(O)c(C(=O)Nc2cccc(Cl)c2)c1=O
  -1.6	-1.4	-4	7	-6.8	2	8	-12	3	-12
CCOC(=O)C(O)(CC(=O)Nc1cc(F)ccc1C)C(F)(F)F (configuration not stated)
  0.4	/	8	0	1.1	-6	-15	36	2	7
O=C(/C=C/c1cccs1)N1CCN(Cc2ccc3c(c2)OCO3)CC1
  -2.1	/	4	12	0.5	7	-5	-4	1	6
Cc1ccc(OCC(=O)NNC(=O)CSc2nnc(-c3ccc(C)cc3)n2C)cc1
  -3.9	0.7	9	-5	3.0	-4	-1	-7	-4	3
Cc1ccc(NC(=O)CSCC(=O)Nc2cc(Cl)ccc2N2CCN(C)CC2)cc1
  -2.8	/	3	9	2.1	-7	11	/	8	5
CCN(C(=O)CSc1ncccc1C(=O)Oc1cccc([N+](=O)[O-])c1)c1cccc(C)c1
  -2.0	-0.2	-9	-2	0.4	1	-3	8	1	-6
CCO[C@@H]1OC(C(=O)NCc2nc3ccccc3[nH]2)=C[C@H](c2ccc(C(F)(F)F)cc2)[C@H]1CCCO
  -5.9	0.1	-11	-4	-2.1	20	-13	10	-2	4
CN(Cc1cn(-c2ccccc2)nc1-c1ccc2c(c1)OCO2)Cc1nccn1C
  -1.1	2.8	-4	3	3.3	-8	-2	-7	19	-4
C[C@@H]1NC(=O)[C@@]2(C)[C@@H](c3ccccc3)[C@H]3COc4ccc(Cl)cc4[C@@H]3N2C1=O
  -3.2	-1.4	0	4	-1.8	-9	3	/	2	0
O=C(Cn1cnc2c(cnn2-c2ccc(F)cc2)c1=O)N1CCN(c2ccccc2)CC1
  -0.4	1.0	/	-4	/	9	-8	9	0	3
CCc1ccc(CN(C)Cc2c(C(=O)N3CCOCC3)nc3c(C)cccn23)nc1
  -3.1	-1.7	/	6	/	-5	10	/	-4	6
CC1(C)C/C(=N\NC(=S)Nc2ccccc2F)c2cc(O)ccc2O1
  0.1	/	7	4	1.0	-12	-13	21	3	13
COc1cccc(CNCCc2ccc(F)cc2)c1
  -1.8	-0.2	20	-4	2.2	-16	-18	14	0	2
N#CC(C(=O)C12CC3CC(CC(C3)C1)C2)c1nc2ccccc2[nH]1 (configuration not stated)
  1.4	-1.2	-18	25	-2.1	20	7	0	3	5
Cc1ccc(C(=O)COC(=O)CNC(=O)c2cccs2)cc1
  -2.3	0.2	-1	1	0.8	2	-20	7	-5	7
CN1CC(=O)N(CC(=O)Nc2ccc(OCc3ccccc3)cc2)C1=O
  -2.5	-0.7	3	-4	3.7	-5	2	/	4	-2
c1ccc(-c2nn(-c3ccccc3)[n+](-c3ccccc3)n2)cc1
  -2.5	/	/	0	/	-8	-4	/	-3	5
Cc1nc2c(OCc3ccc(F)cc3)cccn2c1N(C)C(=O)CCC1CCCC1
  -5.8	8.6	/	-8	/	19	-1	/	0	/
CCCCCCCCCCn1c2c(c(=N)c3c1CCC3)CCC2
  -9.0	9.8	6	0	-2.1	14	6	26	2	-24
O=c1c(O[C@H]2O[C@@H](CO)[C@H](O)[C@@H](O)[C@@H]2O)c(-c2ccc(O)cc2)oc2cc(O)cc(O)c12
  -4.3	-2.1	1	13	-3.5	23	13	/	-3	-3
O=C(CSc1nnc(-c2ccco2)o1)Nc1ccccc1Cl
  -2.2	-0.9	-11	1	-2.7	16	3	-9	0	7
Cc1ccc(NC(=O)Nc2nnc([C@H]3C[C@H](O)[C@@H](CO)O3)s2)cc1
  -2.7	0.6	/	-7	/	8	2	/	3	/
CS(=O)(=O)N1CCC(C(=O)NCc2ccc(Cl)cc2)CC1
  -0.5	0.9	-2	10	6.3	-2	2	17	0	5
CC(C)N(C(=O)[C@H]1CC(CC(=O)NC(C)(C)C)C(=O)N2CCc3c([nH]c4ccccc34)[C@]12C)C(C)C (some centres not stated)
  -0.7	0.3	1	14	0.9	14	-2	/	2	-1
CCCS(=O)(=O)N1CCC(C(=O)NCc2ccc3c(c2)OCO3)CC1
  -0.4	/	-7	2	-1.0	-18	-5	18	-2	0
C[C@H](CO)N1C[C@H](C)[C@@H](CN(C)Cc2ccc(F)cc2)Oc2ncc(Br)cc2C1=O
  0.6	1.4&5.7	/	9	/	5	-8	/	-1	6
CCOC(=O)C1CCN(C(=O)COC(=O)c2nn(C)c(=O)c3ccccc23)CC1
  -1.4	0.8	-3	3	5.4	-6	-3	/	6	8
O=C(CSCc1ccc(Br)cc1)Nc1ccccc1C(=O)N1CCOCC1
  -1.5	0.4	1	-1	4.0	1	-6	5	3	-1
COc1ccc(CNC(=O)C2Cc3c(-c4ccc5c(c4)OCO5)ccnc3O2)cc1OC (configuration not stated)
  -2.2	3.0	/	8	/	-13	0	/	31*	/
COc1nc(Nc2ccc([N+](=O)[O-])cc2)nc(NC2CCCCC2)n1
  -1.2	-0.1	-8	11	-3.5	-10	-6	18	1	3
CCC(C)NC(=S)Nc1ccc(F)cc1 (configuration not stated)
  -3.5	1.4	2	7	3.1	4	-6	14	0	0
COc1cc2[nH]c(=O)n(Cc3ccccc3Cl)c(=O)c2cc1OC
  0.5	-11	-9	17	-3.9	0	-5	17	5	-56
COc1ccc(S(=O)(=O)N2CCCN(CCC(=O)Nc3cccc(C(F)(F)F)c3)CC2)cc1
  -5.9	1.3	-3	16	-0.6	13	-9	-2	2	-3
CCc1nc(SCC(=O)N2CCC(C)CC2)c2c(=O)n(C)c(=O)n(C)c2n1
  -1.4	2.1	-3	9	-1.8	6	-10	14	-2	-4
COC/C=C1\CN2C3C[C@@H]1[C@H]1COC4=Nc5cc(OC)c(OC)c(OC)c5[C@@]43C[C@@H]12
  -2.8	0.6	-2	2	-1.7	-3	-10	/	7	8
CN1C(=S)SC(C)(NO)C1(C)C (configuration not stated)
  -2.0	-1.2	1	0	1.7	/	-11	-9	-3	-1
